# USP1-UAF1 inh: inhibitors of human USP1/UAF1 deubiquitinase; Potency, µM (highest dose often 57.1 µM), for inactives: at the top dose activity change, negative = inhibition, most hits filed as inhibitors; AID 743255; O94782; hit rate 0.23% among 390,000; recombinant USP1/UAF1, Ub-Rhodamine cleavage fluorescence; note: potency is the fitted concentration of half-maximal effect; % is set by controls: 0 for no effect and ±100 for the full control effect; nearly all actives have a fitted effect of over 60% in size; inactives centre near -12
#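 USP1/UAF1 complex at 1 nM was preincubated with compound for 15 min at room temperature, then Ub-Rho substrate (150nM final) was added. Fluorescence (480/540 nm) was read kinetically, 6 reads every 60 seconds.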
# Tb PGK inh: inhibitors of T. brucei phosphoglycerate kinase | P07378 | PGK/GAPDH coupled, Kinase-Glo luminescence, 60 min | Potency, µM (highest dose often 57.5 µM), for inactives: at the highest dose activity change, negative = inhibition, hits mostly inhibitors | hit rate 0.043% among 380,000; note: potency is the fitted concentration of half-maximal effect; % is set by controls: 0 for no effect and ±100 for the full control effect; nearly all actives have a fitted effect of over 60% in size
#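 Recombinant glycosomal PGK reaction used 1,3-bisphosphoglycerate generated in-well by GAPDH (100nM final) in 100mM TEA pH 7.6, 5mM MgCl2, 0.01% Tween-20. After 60 minutes at room temperature, ATP was read by Kinase-Glo Plus luminescence end-point.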
# TrxR1 substrate: substrates of rat thioredoxin reductase 1; O89049; purified TrxR1 substrate turnover, NADPH consumption readout; Potency, µM (series often up to 114 µM), inactives show at the highest dose activity change, negative = substrate turnover; hit rate 0.01% among 390,000; AID 588456; note: potency is the fitted concentration of half-maximal effect; % is set by controls: 0 for no effect and ±100 for the full control effect; nearly all actives have a fitted effect of over 50% in size
# Target sequence (O89049 whole entry, looked up): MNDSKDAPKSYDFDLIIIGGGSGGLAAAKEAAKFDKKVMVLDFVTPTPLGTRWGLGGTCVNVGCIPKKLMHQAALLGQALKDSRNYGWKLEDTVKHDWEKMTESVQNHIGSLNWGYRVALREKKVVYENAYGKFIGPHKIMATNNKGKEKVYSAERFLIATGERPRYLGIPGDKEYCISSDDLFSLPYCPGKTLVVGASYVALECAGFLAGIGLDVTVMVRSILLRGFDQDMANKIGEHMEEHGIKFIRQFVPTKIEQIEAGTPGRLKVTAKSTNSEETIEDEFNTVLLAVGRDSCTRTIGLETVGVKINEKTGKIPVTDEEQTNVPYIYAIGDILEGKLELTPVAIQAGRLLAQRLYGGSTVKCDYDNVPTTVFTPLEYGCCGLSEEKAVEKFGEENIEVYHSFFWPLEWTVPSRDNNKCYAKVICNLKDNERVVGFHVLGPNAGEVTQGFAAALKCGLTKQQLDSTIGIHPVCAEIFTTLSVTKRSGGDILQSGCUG
#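 Rat TrxR1, dispensed at 90 nM, was prereduced with 400 uM NADPH (final) for 5 min at ~22 deg C, then incubated with compound 15 min before 400 uM selenite. A first-read NADPH fluorescence drop versus no-compound background flagged substrates.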
# Pin1 inh: blocks the human prolyl isomerase Pin1. Q13526. Pin1 FP peptide displacement, HiFluor488, 10 min. Potency, µM (highest dose often 115 µM), inactives show at the highest dose activity, negative = inhibition, actives largely listed as inhibitors. hit rate 0.009% among 390,000; active = well fitted inhibition curve with a large enough effect in the polarisation, with a control signal flat, not every such curve was filed as active; inconclusive = small, poorly fitted or top-dose-only effect, or effect the other way, or a change in a side signal; inactive = no such curve, though single readings can be large or run the other way; the % refers to the polarisation; note: potency is the fitted concentration of half-maximal effect; % is set by controls: 0 for no effect and ±100 for the full control effect
# Target sequence (Q13526 whole entry, looked up): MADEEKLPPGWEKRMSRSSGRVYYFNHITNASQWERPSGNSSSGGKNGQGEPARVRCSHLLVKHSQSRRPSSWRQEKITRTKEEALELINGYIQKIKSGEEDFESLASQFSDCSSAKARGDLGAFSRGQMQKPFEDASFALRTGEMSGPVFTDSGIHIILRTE
# GLS inhibitor: glutaminase GLS (human) inhibition; O94925; GLS enzymatic activity, qHTS titration; Potency, µM (highest dose often 45.5 µM), for the others: top-dose activity change, negative = inhibition, hits mostly inhibitors; hit rate 0.21% among 410,000; note: potency is the fitted concentration of half-maximal effect; % is set by controls: 0 for no effect and ±100 for the full control effect
#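 Enzyme dispensed in phosphate buffer (45 mM, pH 8.2, 0.02% Tween-20), compounds pinned in, then 1 mM L-glutamine solution and the glutamate oxidase–HRP–Amplex Red mix added; fluorescence read immediately and again after 30 min at room temperature.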
# mIDH1 inhibitor: human IDH1 R132H inhibition. IDH1-R132H enzyme, NADPH consumption, diaphorase/resazurin fluorescence. hit rate 0.093% among 390,000. Potency, µM (titrated, usually from 76.6 µM), for the others: at the highest dose activity change, negative = inhibition, hits mostly inhibitors. AID 602179; note: potency is the fitted concentration of half-maximal effect; % is set by controls: 0 for no effect and ±100 for the full control effect; nearly all actives have a fitted effect of over 65% in size
#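 IDH1-R132H (0.5 ug/mL dispensed) in pH 7.5 Tris buffer was preincubated 30 min with compound, then given a substrate mix of 0.016 mM NADPH and 2 mM alpha-KG for 80 min at room temperature; remaining NADPH was read by diaphorase/resazurin fluorescence.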
# HP1b chromo inh: HP1-beta chromodomain-methylated histone interaction inhibition; AlphaScreen HP1-beta / biotin-H3K9me3 peptide binding; Potency, µM (series often up to 114 µM), inactives show at the highest dose activity change, negative = inhibition, most hits filed as inhibitors; hit rate 0.56% among 390,000; note: potency is the fitted concentration of half-maximal effect; nearly all actives have a fitted effect of over 70% in size; inactives centre near 23
# Target sequence (P83916 whole entry, looked up): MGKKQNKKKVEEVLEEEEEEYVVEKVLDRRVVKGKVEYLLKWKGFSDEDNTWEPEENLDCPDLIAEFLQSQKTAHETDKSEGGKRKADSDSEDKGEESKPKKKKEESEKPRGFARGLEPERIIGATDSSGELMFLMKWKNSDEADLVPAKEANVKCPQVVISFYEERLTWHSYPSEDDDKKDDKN
#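 AlphaScreen: HP1-beta (50 nM) preformed 30 min with biotin-H3(1-18)K9me3 peptide (50 nM) in PBS pH 7.4, 0.01% Tween-20. Compound added for 30 min at RT, then streptavidin donor/nickel chelate acceptor beads (10 ug/mL) for 30 min.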
# PI4K2A inh: blocks human PI4K2A kinase activity; purified PI4K2A, ADP-Glo luminescence, 1 h; active compounds read low; activity change, negative = inhibition, % at 76.9 µM; hit rate 0.13% among 420,000; in the data active = activity change below about -50%; inconclusive = mostly about -30% to -49%;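 note: -100% = wells without enzyme as full effect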
#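 ADP-Glo luminescence measured ADP generated by PI4K2A enzyme (4 ug/mL before mixing) with 1.2 mM PI substrate (pre-mix) and 300 microM ATP (pre-mix). Tris pH7.5 buffer with MgCl2, Triton X-100; 1 h reaction at ambient temperature.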
# TrxR1 inh: inhibitors of rat thioredoxin reductase 1. O89049. recombinant rTrxR1, NADPH fluorescence consumption, selenite substrate. Potency, µM (highest dose often 114 µM), without a hit: top-dose activity change, negative = inhibition, most hits filed as inhibitors. hit rate 1% among 390,000. AID 588453; note: potency is the fitted concentration of half-maximal effect; % is set by controls: 0 for no effect and ±100 for the full control effect; nearly all actives have a fitted effect of over 65% in size
#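 Rat TrxR1 (90 nM in the dispensed reagent) was pre-reduced with 400 uM NADPH for 5 min at room temperature, then incubated with compound for 15 min. After 400 uM selenite was added, NADPH fluorescence (Ex 340/Em 450 nm) was followed for 8 min.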
# Starred values were filed as active, the others as inactive; i = inactive; ? = inconclusive; nt = not tested or not shown; & = joins results of further samples; [ ] = another dose, or the depositor's remark. Unless noted, calls come from the whole dose curve; as a rule, active = well fitted curve in the direction sought with a large enough effect; inconclusive = small, poorly fitted or top-dose-only effect, or another doubt; inactive = no such curve, though single readings can be large; an effect the other way counts as inactive or inconclusive. The list is partial; rates above refer to the full screens.
smiles,Tb PGK inh,Pin1 inh,GLS inhibitor,PI4K2A inh,USP1-UAF1 inh,TrxR1 substrate,TrxR1 inh,HP1b chromo inh,mIDH1 inhibitor
CCc1nc2ccc(C(=O)N3CCN(CC)CC3)cc2nc1CC,-8%,-5%,3%,2,-8%,-5%,-7%,25%,-15%
Cc1nnc(N2CCC(C(=O)NCCC(C)C)CC2)c2nn(-c3ccc(Cl)cc3)c(C)c12,-3%,-6%,-6%,5,?,19%,26%,30%,7%
COc1cccc(NC(=O)CCC2CCN(C(=O)C3CC=CCC3)CC2)c1 (centres undefined),-4%,-6%,-3%,2,-18%,-9%[57.1 µM],22%[57.1 µM],79%[activator],6%
O=C(CN1CCN(S(=O)(=O)c2ccc(F)cc2)CC1)NC1CC1,9%,-2%,-12%,-2,-21%,-3%,-6%,29%,-7%
O=C(CCC(=O)c1ccccc1)Nc1ccc(C(=O)O)cc1,-7%,0%,2%,-4,0%,7%,36%[2.29 µM],24%,1%
CCOc1ccc(NC(=O)c2cc(S(=O)(=O)N3CCOCC3)cn2C)cc1,i,1%,7%,3,6%,-4%[57.1 µM],-7%[57.1 µM],40%[activator],1%
Cc1ccc(NC(=O)c2cccc(OCc3c(C)noc3C)c2)cc1S(=O)(=O)Nc1ccccc1Cl,1%,36%[activator],6%,0,-20%,-4%,3%,3%,-9%
COc1ccc(NC(=O)CN(C)C(=O)c2ccccc2CCc2ccccc2)cc1,3%,1%,0%,2,-6%,-6%,6%,-4%,-1%
COC(=O)c1cccc(NC(=O)c2cc3ccccc3o2)c1,-3%,0%,-3%,0,-22%,-4%,17%,31%[activator],-3%
COc1ccc(OC)c(-n2c(C)nc3cc(C(=O)O)ccc32)c1,5%,3%,24%,10,-10%,11%[57.1 µM],13%,27%,1%
Cc1cccc(S(=O)(=O)NCCc2cn3ccccc3n2)c1,-6%,-9%,3%,-3,-24%,8%,14%,23%,1%
CC(C)(C)NC(=O)C(c1ccncc1)N(Cc1ccco1)C(=O)c1ccc(-c2ccccc2)[nH]1 (centres undefined),-5%,6%,69%[activator],2,-16%,-5%[57.1 µM],?,?,10%
COc1ccc(C(=O)c2cnc(C(C)C)n2C)cc1,-5%,5%,6%,-1,-1%,6%,3%,11%,1%
Cc1ccc(S(=O)(=O)N2CCN(C(=O)CSc3ncn[nH]3)CC2)c(C)c1,7%,-5%,20%,4,-10%,-8%,-8%,6%,6%
O=C(NCc1ccco1)c1cc2ccc(O)cc2oc1=O,?,-7%,-8%,-76*,-12%,nt,?,2%,0%
CCCCc1nn2c(=O)cc(COC(=O)c3cccc(Cl)c3)nc2s1,-6%,-1%,4%,2,-6%,-3%[57.1 µM],7%[57.1 µM],6%,7%
O=C(Cn1cc([N+](=O)[O-])cn1)N1CCc2ccccc21,nt,3%,-12%,-2,-11%,8%[57.1 µM],16%,19%,3%
CC(NC(=O)CN1C(=O)NC2(CCc3ccccc32)C1=O)c1ccc2c(c1)OCCO2 (centres undefined),-4%,-8%,-7%,7,-22%,3%,17%,22%,-9%
O=C(NC1CCS(=O)(=O)C1)N1CCCCC1 (centres undefined),i,-7%,-7%,2,-13%,8%[57.1 µM],6%[57.1 µM],37%,0%
COc1nc(-c2cccs2)cc(-c2ccc(C)cc2)c1C#N,-2%,-2%,0%,-1,?,139%[activator],98%[activator],78%[activator],5%
O=C(Nc1ccc(F)cc1)N1CCN(c2nc3ccccc3s2)CC1,-2%,7%,11%,6,-21%,-2%,3%,31%,-1%
NC(=O)c1ccc(NC(=O)Cc2ccc(S(=O)(=O)N3CCCCC3)cc2)cc1,i,2%,2%,-1,-22%,2%,11%,12%,-4%
COC(=O)c1cc(S(=O)(=O)NCCc2ccc(Cl)cc2)c[nH]1,5%,0%,1%,3,-26%,7%,14%,41%[activator],-1%
Cc1ccc(NC(=O)CN(C)C(=O)c2cccc(S(=O)(=O)NCc3cccs3)c2)cc1,1%,-4%,0%,2,-8%,-10%,5%,34%,-18%

# Structures listed so far shown as hits in PI4K2A inh:
smiles,Tb PGK inh,Pin1 inh,GLS inhibitor,PI4K2A inh,USP1-UAF1 inh,TrxR1 substrate,TrxR1 inh,HP1b chromo inh,mIDH1 inhibitor
O=C(NCc1ccco1)c1cc2ccc(O)cc2oc1=O,?,-7%,-8%,-76*,-12%,nt,?,2%,0%

# The list continues:
smiles,Tb PGK inh,Pin1 inh,GLS inhibitor,PI4K2A inh,USP1-UAF1 inh,TrxR1 substrate,TrxR1 inh,HP1b chromo inh,mIDH1 inhibitor
CC1CCCCC12NC(=O)N(CC(=O)NCc1ccc3c(c1)OCO3)C2=O (centres undefined),2%,-6%,-8%,2,-27%,7%[57.1 µM],10%[57.1 µM],32%,-5%
CC(C)c1ccc(N(CC(=O)NCc2cccnc2)S(=O)(=O)c2ccccc2)cc1,5%,?,-4%,-2,-18%,5%,13%,14%,2%
CC(=O)N/C(=C\c1ccccc1)C(=O)NCc1ccc2c(c1)OCO2,i,-3%,2%,-3,-14%,3%,27%,19%,12%
Cc1cc(C)c(NC(=O)CNC(=O)Cc2sc(C)nc2-c2ccc(F)cc2)c(C)c1,i,13%,1%,2,-13%,-5%[57.1 µM],-4%,8%,7%
CC1CCCC(NC(=O)CC2Nc3ccccc3NC2=O)C1C (centres undefined),8%,1%,8%,0,-6%,-4%,-8%,-5%,4%
COc1c(Cl)cc(Cl)cc1/C=C(\C#N)c1nc2ccccc2[nH]1,-3%,?,-8%,24,-22%,4%[57.1 µM],32%[activator][57.1 µM],1%,-15%
O=C(NCC1COc2ccccc2O1)c1cccc(S(=O)(=O)NCc2ccccc2)c1 (centres undefined),3%,-6%,0%,2,-15%,-2%,7%,0%,13%
COc1cccc(-c2ccc3c(c2)C2CC3CCN2C(C)=O)c1 (centres undefined),-5%,0%,-5%,2,-28%,-5%,-1%,35%,7%
Clc1ccc2oc(-c3ccccc3)nc2c1,i,-1%,4%,-5,-1%,-3%[57.1 µM],10%[57.1 µM],64%[activator],2%
Cc1cc(/C=c2/sc3nc4ccccc4n3c2=O)c(C)n1-c1ccccn1,i,?,2%,-8,-13%,4%,-4%,24%,0%
COc1cc2ccccc2cc1C(=O)N1CCCC1,-3%,-1%,-4%,2,-11%,6%,11%,36%[activator],-5%
CC1(C)CC(=O)c2cnc3nc4ccccc4n3c2C1,1%,8%,-2%,4,1%,-5%,3%,20%,2%
COc1cc(Nc2nn(-c3ccc(OC(F)(F)F)cc3)nc2C(C)=O)cc(OC)c1,-7%,-10%,0%,2,3%,9%,29%,36%,-5%
O=c1cc(O)n(-c2ccc(F)cc2)c(=S)[nH]1,6%,3%,15%,1,1%,3%,?,33%,-2%
Cn1c(=O)c(C(=O)c2ccccc2)c(O)c2ccccc21,i,-9%,13%,-18,-12%,8%[57.1 µM],13%[57.1 µM],9%,3%
Cc1cc(=O)[nH]c(SCc2cc(=O)n3nc(C)sc3n2)n1,0%,-1%,3%,-1,-26%,1%,6%,30%,8%
Cc1cc(C)c(C(=O)CN2C(=O)NC3(CCCCCC3)C2=O)cc1C,i,-5%,0%,-6,-16%,4%[57.1 µM],17%[57.1 µM],-19%,-17%
CC1=C(C(=O)Nc2ccccc2C(=O)NCCCOC(C)C)SCCO1,-5%,0%,12%,4,-12%,-2%,20%,15%,-5%
COc1cc(NC(=O)CCn2c(=O)[nH]c3ccsc3c2=O)cc(OC)c1,nt,3%,1%,-1,4%,6%[57.1 µM],4%,23%,2%
COC(=O)c1ccc(C2C(Oc3ccccc3C)C(=O)N2CCc2ccc(OC)c(OC)c2)cc1 (centres undefined),3%,-8%,1%,10,-18%,-1%,7%,26%,1%
Cc1ccc(S(=O)(=O)c2nc(Nc3ccccc3N3CCOCC3)sc2Cl)cc1,1%,0%,4%,-1,-16%,3%,26%,1%,-5%
CS(=O)(=O)c1ccc(C(=O)NCC2(N3CCOCC3)CCCCC2)cc1,3%,1%,15%,15,?,7%,18%,-15%,8%
COc1ccc(NC(=O)CSc2nnnn2C2CC3C=CC2C3)cc1 (centres undefined),-2%,-3%,6%,-12,-24%,4%,24%,21%,12%
CCOc1ccc2nc(NC(=O)c3nc(SCc4ccccc4C)ncc3Cl)sc2c1,-6%,-1%,-15%,-2,-11%,3%,15%,23%,16%
Cc1ccc(-n2nc(C(=O)NCCc3cccc(C)c3)c3c4ccccc4n(C)c3c2=O)cc1,0%,-6%,-1%,-6,-1%,3%,9%,14%,-13%
Cc1ccc2c(c1)N(CC(=O)NC1CCCCC1C)C(=O)CO2 (centres undefined),-4%,-2%,nt,5,-20%,3%,8%,19%,-6%
COc1ccccc1N1CCN(C(=O)c2cc(-c3ccc(F)cc3)on2)CC1,-3%&5%,-10%&-4%,-2%&3%,-3&-3,-20%&-4%,-15%&-6%,-12%&12%,2%&35%,-6%&-3%

# High-throughput results (PubChem BioAssay)
